GASC1 inh – KDM4C (human) demethylase inhibition; GST-KDM4C 2-372, H3K9me3 peptide, LANCE TR-FRET; inhibition, % at 12.5 µM; 96,000 tested, 0.15% active;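 active = mean replicate inhibition above about 25%, with at least 55% of replicates also reaching it, limit read from the data, passing the limit was not always enough; inconclusive = only one of those two conditions met; inactive = neither condition met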
Target sequence (Q9H3R0 2-372 limits assumed): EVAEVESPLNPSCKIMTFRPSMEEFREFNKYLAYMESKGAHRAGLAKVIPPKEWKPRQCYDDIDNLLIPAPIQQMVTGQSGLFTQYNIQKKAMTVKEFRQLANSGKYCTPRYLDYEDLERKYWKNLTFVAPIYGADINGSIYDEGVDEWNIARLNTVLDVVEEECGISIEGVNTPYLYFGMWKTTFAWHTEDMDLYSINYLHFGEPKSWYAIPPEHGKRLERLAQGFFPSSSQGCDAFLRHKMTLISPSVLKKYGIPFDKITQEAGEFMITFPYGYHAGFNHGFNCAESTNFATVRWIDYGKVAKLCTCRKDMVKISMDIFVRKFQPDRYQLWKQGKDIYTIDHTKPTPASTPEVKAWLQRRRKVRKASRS
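System: N-terminal GST-fused human GASC-1 (KDM4C) fragment, residues 2-372; amount: enzyme final amount 10 nM; incubation: reaction 30 min RT, detection step 1 h RT; medium: HEPES buffer, pH 7.5, plus ascorbate; technique: LANCE TR-FRET, Eu antibody, ULight-streptavidin, EDTA, ex 340 nm, em 618/671 nm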
C diff HTS – blocks growth of Clostridium difficile; Clostridium difficile clinical isolate growth, OD600, 24 h; stronger effect = lower value; growth activity, negative = inhibition, % at 16 µg/mL (by protocol); 86,000 tested, 0.25% active;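 active = mean growth activity at or below -80% and every replicate also at or below -80%; inconclusive = mean at or below -80% but some replicate above -80%; inactive = mean growth activity above -80%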;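 also: 0% = DMSO wells and -100% = levofloxacin 16 µg/mL wells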
Pf Dd2 inh – blocks growth of Plasmodium falciparum Dd2 parasites | 94,000 tested, 2.3% active | activity change, % at 10 µM | P. falciparum Dd2 growth, SYBR Green, 72 h; stronger effect = lower value | AID 1159554; in the data active = activity change below about -80%; inconclusive = no clear call, values can overlap the other calls
Tcruzi prolif – blocks T. cruzi growth in NIH3T3 culture. T. cruzi beta-gal in NIH3T3, GalScreen luminescence, 90 h. inhibition, % at 8.34 µM. 77,000 tested, 5.9% active. AID 624255;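 active = mean inhibition above about 93%, with at least 55% of replicates each passing it, limit read from the data, passing the limit was not always enough; inconclusive = only one of those two conditions holds; inactive = neither condition holds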
* = called active by the depositor; ? = inconclusive; · = not tested or not shown; & = joins results of further samples.

# | Molecule | GASC1 inh | C diff HTS | Pf Dd2 inh | Tcruzi prolif
1 | C[C@@H]1CN([C@H](C)CO)C(=O)c2cc(NC(=O)c3ccncc3)ccc2O[C@@H](C)CCCCO[C@@H]1CN(C)S(=O)(=O)c1ccc(F)cc1 | 1.0 | 1.4 | -19.2 | 45.1
2 | O=C(NC1CCCCC1)N1CC(=O)N2[C@H](CO)[C@@H](c3ccc(/C=C/c4ccccc4)cc3)[C@H]2C1 | 0.1 | -11.7 | -2.7 | ·
3 | C[C@H](CO)N1C[C@H](C)[C@@H](CN(C)C(=O)Nc2ccccc2)Oc2ccc(NC(=O)Cc3ccccc3)cc2C1=O | -3.1 | 0.4 | -2.9 | 30.6
4 | COc1ccc2c3c(n(C)c2c1)[C@H](CO)N(C)CC31CCN(C(=O)NC(C)C)CC1 | 0.0 | 6.7 | -7.0 | ·
5 | CN(C)C(=O)c1ccc(-c2ccc3c(c2)[C@H]2[C@H](CCN2C(=O)C2CCC2)[C@@H](CO)N3C)cc1 | 3.7 | 12.9 | -14.9 | 15.6
6 | COc1ccc(S(=O)(=O)Nc2ccc3c(c2)C(=O)N([C@@H](C)CO)C[C@H](C)[C@@H](CN(C)Cc2ccc(C(F)(F)F)cc2)OCCCC[C@@H](C)O3)cc1 | 2.1 | 21.3 | ? | 79.3
7 | COc1ccccc1-c1ccccc1[C@@H]1[C@@H](C#N)N(C(=O)CN(C)C)[C@H]1CO | -0.9 | 7.2 | 6.6 | ·
8 | C[C@H]1CN([C@@H](C)CO)C(=O)c2cc(NC(=O)Nc3ccccc3)ccc2O[C@@H]1CN(C)C(=O)Nc1ccc(F)cc1 | 1.3 | -1.3 | 7.6 | ·
9 | CN1c2ccc(C#Cc3cccnc3)cc2[C@@H]2[C@@H](CCN2C(=O)C2CCCC2)[C@@H]1CO | 6.5 | 12.5 | -73.5 | ·
10 | C[C@H](CO)N1C[C@H](C)[C@@H](CN(C)Cc2ccc(C(F)(F)F)cc2)Oc2ccc(NC(=O)CCC(F)(F)F)cc2C1=O | 0.2 | -2.7&-12.2 | -2.5 | ·
11 | COc1ccc2c3c(n(C)c2c1)[C@@H](CO)N(C(=O)C1CCCCC1)CC31CCN(C(=O)CN(C)C)CC1 | 0.9 | 5.0 | -47.9 | ·
12 | Cc1ccc(S(=O)(=O)N(C)C[C@@H]2OCCCC[C@H](C)Oc3ccc(NC(=O)NC(C)C)cc3C(=O)N([C@@H](C)CO)C[C@H]2C)cc1 | -1.4 | -13.2 | -69.2 | -30.8
13 | C[C@H]1CN([C@@H](C)CO)C(=O)Cc2cc(NC(=O)NC3CCCCC3)ccc2O[C@H]1CN(C)Cc1ccc(C(F)(F)F)cc1 | 1.0 | 7.5 | 8.6 | 39.0
14 | O=C(C1CC1)N1CC2(C1)[C@@H](c1ccccc1)[C@@H](CO)N2C(=O)CC1CC1 | -0.4 | -0.8 | 21.2 | ·
15 | O=C(C[C@@H]1C[C@H]2c3cc(NC(=O)c4ccc5c(c4)OCO5)ccc3O[C@H]2[C@H](CO)O1)NCc1ccc(Cl)cc1 | -3.1 | 4.6 | -5.4 | 73.9
16 | C[C@H]1CN([C@@H](C)CO)S(=O)(=O)c2ccc(C#CC(C)(C)O)cc2O[C@H]1CN(C)Cc1ccc(F)cc1 | 1.2 | · | 6.8 | ·
17 | O=C(C[C@@H]1CC[C@@H]2[C@H](COC[C@H](O)CN2Cc2nccs2)O1)NCc1ccccc1 | 0.1 | -0.2 | 4.2 | 33.1
18 | CC(C)CC#Cc1ccc2c(c1)O[C@H](CN(C)C(=O)Cc1ccccn1)[C@@H](C)CN([C@H](C)CO)S2(=O)=O | -1.5 | -7.2 | -69.8 | 19.1
19 | C[C@H](CO)N1C[C@H](C)[C@@H](CN(C)C)Oc2cc(-c3cccc(C(=O)N(C)C)c3)ccc2S1(=O)=O | 0.7 | 1.2 | 5.1 | 59.1
20 | CCC(=O)Nc1ccc2c(c1)C(=O)N(C)C[C@@H](OC)[C@@H](C)CN(Cc1cccc(F)c1)[C@@H](C)CO2 | 0.5 | · | -23.7 | -35.4
21 | Cn1cnc(S(=O)(=O)N2CCCCN3[C@H](CO)[C@@H](c4ccc(-c5ccccc5)cc4)[C@H]3C2)c1 | -1.1 | -9.2 | 14.3 | 98.3*
22 | Cc1noc(C)c1S(=O)(=O)Nc1ccc2c(c1)CC(=O)N([C@@H](C)CO)C[C@H](C)[C@H](CN(C)C(=O)Nc1ccc(F)cc1)O2 | 0.7 | -2.2 | 17.9 | 18.6
23 | CC(C)NC(=O)N1[C@H](C(=O)N2CCc3ccccc3C2)[C@@H](CO)[C@@H]2Cn3c(cccc3=O)[C@@H]21 | 1.2 | -4.5 | · | -72.0
24 | C[C@@H]1CN([C@H](C)CO)C(=O)c2cccc(NC(=O)C3CC3)c2O[C@H]1CN(C)Cc1ccc(-c2ccccc2)cc1 | 2.4 | 19.7 | -77.4 | 64.2
25 | COc1ccc(NC(=O)Nc2ccc3c(c2)C(=O)N([C@H](C)CO)C[C@H](C)[C@H](CN(C)S(=O)(=O)c2ccccc2)O3)cc1 | 0.5 | -4.7 | 6.7 | -76.6
26 | N#Cc1ccc(-c2ccc3c(c2)[C@H]2[C@H](CCN2C(=O)C2CCC2)[C@H](CO)N3)cc1 | -1.7 | -1.2 | -69.3 | ·
27 | Cc1ccc(S(=O)(=O)N(C)C[C@@H]2Oc3c(NC(=O)NC4CCCCC4)cccc3C(=O)N([C@H](C)CO)C[C@@H]2C)cc1 | -4.1 | -10.8 | -60.6 | -31.8
28 | O=C(NC[C@@H]1N[C@@H](CO)[C@H]1c1ccccc1)C1CCCC1 | -1.3 | 10.5 | -12.1 | 9.2
29 | CO[C@H]1CN(C)C(=O)c2ccc(NC(=O)C3CCC3)cc2OC[C@H](C)N(Cc2nccs2)C[C@H]1C | -0.9 | · | · | 9.8
30 | C[C@@H]1CN([C@@H](C)CO)S(=O)(=O)c2ccc(C#CC3CCCC3)cc2O[C@H]1CN(C)C(=O)Cc1ccccc1 | -1.5 | -4.7 | ? | ·
31 | COc1ccccc1-c1ccc([C@H]2[C@H]3CN(C(=O)c4ccncc4)CCCCN3[C@H]2CO)cc1 | -0.9 | -2.6 | 16.5 | 3.5
32 | COc1ccc(NC(=O)N(C)C[C@@H]2Oc3ccc(NC(=O)Nc4c(C)noc4C)cc3CC(=O)N([C@@H](C)CO)C[C@@H]2C)cc1 | -0.5 | 1.4 | 23.5 | 7.1
33 | O=C(NCC[C@@H]1CC[C@H](NS(=O)(=O)c2cccc(F)c2)[C@@H](CO)O1)C1CCOCC1 | -1.0 | 6.1 | · | ·
34 | CN(C)CC(=O)Nc1ccc2c(c1)[C@@H]1C[C@H](CC(=O)NCc3ccc4c(c3)OCO4)O[C@H](CO)[C@@H]1O2 | 1.0 | -2.0 | 2.6 | 35.6
35 | C[C@H]1CN([C@@H](C)CO)C(=O)Cc2cc(NC(=O)Nc3ccc(C(F)(F)F)cc3)ccc2O[C@H]1CN(C)S(=O)(=O)c1cccs1 | -0.9 | 23.4 | 0.4 | -11.3
36 | COc1cccc(S(=O)(=O)N2C[C@@H]3N[C@H](C2)C3c2ccc(-c3ccccc3F)cc2)c1 (stereo partly specified) | -2.9&0.0 | -9.3&20.9 | 2.4&-35.6 | ·
37 | CCCNC(=O)C[C@H]1C[C@H]2c3cc(NC(=O)NC4CCCCC4)ccc3O[C@H]2[C@@H](CO)O1 | -1.2 | -7.6 | 22.6 | -2.9
38 | C[C@@H]1CN([C@H](C)CO)S(=O)(=O)c2ccc(-c3ccccc3)cc2O[C@H]1CN(C)C(=O)c1ccc2c(c1)OCO2 | -2.8 | -4.2 | -8.7 | ·
39 | C[C@H]1CN([C@@H](C)CO)C(=O)c2cc(NS(=O)(=O)c3ccccc3)ccc2O[C@H]1CN(C)C(=O)Nc1ccccc1 | -0.5 | 6.8 | -74.3 | 14.3
40 | C[C@H]1CN([C@@H](C)CO)C(=O)Cc2cc(NC(=O)Nc3ccc(F)cc3)ccc2O[C@H]1CN(C)Cc1ccc2c(c1)OCO2 | -0.8 | -4.3 | 11.1 | ·

Entries shown so far that contain a cyano group, in the order listed:
# | Molecule | GASC1 inh | C diff HTS | Pf Dd2 inh | Tcruzi prolif
7 | COc1ccccc1-c1ccccc1[C@@H]1[C@@H](C#N)N(C(=O)CN(C)C)[C@H]1CO | -0.9 | 7.2 | 6.6 | ·
26 | N#Cc1ccc(-c2ccc3c(c2)[C@H]2[C@H](CCN2C(=O)C2CCC2)[C@H](CO)N3)cc1 | -1.7 | -1.2 | -69.3 | ·

The results go on:
# | Molecule | GASC1 inh | C diff HTS | Pf Dd2 inh | Tcruzi prolif
41 | CN(C)C(=O)C[C@H]1CC[C@@H]2[C@@H](COc3ccc(NC(=O)c4ccc(F)cc4)cc3C(=O)N2C)O1 | -0.2 | 7.4 | · | -39.9
42 | O=C(Nc1ccccc1)N1CCCCN2[C@H](C1)[C@@H](c1ccc(C#Cc3cccnc3)cc1)[C@@H]2CO | -0.7 | 24.4 | -28.5 | 26.8
43 | COCC(=O)Nc1ccc2c(c1)[C@H]1C[C@@H](CC(=O)N[C@@H](C)c3ccccc3)O[C@H](CO)[C@H]1O2 | -1.2 | -10.6 | 21.0 | 38.5
44 | CN1c2ccc(-c3ccc(F)cc3)cc2[C@H]2[C@H](CCN2C(=O)C2CCOCC2)[C@@H]1CO | 1.1 | 0.8 | 21.3 | 102.4*
45 | O=C(C1CC1)N1C[C@@H]2[C@H](c3ccccc31)[C@H](CO)N2S(=O)(=O)c1ccccc1 | 4.0 | -3.1 | -7.2 | 11.5
46 | COc1cccc(C#Cc2ccc([C@H]3[C@@H](CO)N(C(=O)C4CCCCC4)[C@H]3C#N)cc2)c1 | -4.5 | -7.3 | -94.8* | 89.0
47 | CCCC(=O)Nc1ccc2c(c1)OC[C@H](C)N(CCC)C[C@@H](C)[C@@H](OC)CN(C)C2=O | -0.3 | -0.2 | -4.9 | -74.1
48 | C[C@@H]1CCCCO[C@@H](CN(C)Cc2ccncc2)[C@H](C)CN([C@H](C)CO)C(=O)c2cc(NS(=O)(=O)c3ccccc3)ccc2O1 | 0.8 | -2.1 | -23.3 | 66.0
49 | COCCN(C[C@H]1N[C@H](CO)[C@H]1c1ccc(-c2cccc(F)c2)cc1)C(C)=O | 0.6 | -3.5 | 7.2 | -51.9
50 | C[C@@H]1CN([C@H](C)CO)C(=O)c2cc(NS(=O)(=O)c3ccccc3)ccc2O[C@@H](C)CCCCO[C@@H]1CN(C)C(=O)c1ccccc1 | 0.2 | · | 21.4 | -41.1
51 | CN(C)C(=O)c1cccc(-c2ccc3c(c2)[C@@H]2[C@@H](CCN2Cc2ccccc2F)[C@@H](CO)N3)c1 | 1.9 | -20.1 | -58.3 | 25.2
52 | Cc1ccc(CN2CC(=O)N3[C@H](CO)[C@H](c4ccc(Br)cc4)[C@H]3C2)cc1 | 0.3 | -6.8 | 38.7 | ·
53 | C[C@@H]1CN([C@H](C)CO)C(=O)c2cc(NC(=O)CCN3CCOCC3)ccc2O[C@@H]1CN(C)Cc1ccc(Cl)c(Cl)c1 | -0.3 | -0.2 | -0.8 | -16.4
54 | C[C@@H]1CN([C@@H](C)CO)C(=O)c2cccc(NC(=O)Nc3cccc4ccccc34)c2O[C@@H]1CN(C)Cc1ccc2c(c1)OCO2 | 3.4 | -5.6 | 22.9 | ·
55 | C[C@H]1CN([C@@H](C)CO)C(=O)c2cc(NS(=O)(=O)c3ccccc3)ccc2O[C@@H]1CN(C)Cc1ccc(Cl)c(Cl)c1 | 0.7 | 0.1 | 6.9 | ·
56 | Cc1ccc(S(=O)(=O)Nc2cccc3c2O[C@H](CN(C)C(=O)Nc2ccc(F)cc2)[C@@H](C)CN([C@H](C)CO)C3=O)cc1 | -1.8 | -6.5 | 22.7 | 1.6
57 | COc1ccc(S(=O)(=O)Nc2ccc3c(c2)C(=O)N([C@@H](C)CO)C[C@@H](C)[C@H](CN(C)C(=O)c2ccccc2)OCCCC[C@@H](C)O3)cc1 | -0.6 | 3.1 | 2.9 | 55.3
58 | O=C(Nc1nccs1)[C@@H]1[C@@H](CO)[C@@H]2Cn3c(ccc(-c4cccnc4)c3=O)[C@@H]2N1CC1CC1 | 1.6 | 0.4 | -14.9 | ·
59 | C[C@H](CO)N1C[C@H](C)[C@@H](CN(C)C(=O)Nc2cccc3ccccc23)OCc2cnnn2CCCC1=O | 0.4 | 0.0&-1.5 | -9.6&1.8 | -3.6&8.3
60 | O=C(Nc1ccc(Cl)c(Cl)c1)N[C@H]1CC[C@H](CCn2cc(C3CCCC3)nn2)O[C@@H]1CO | -0.4 | 31.7 | -13.7 | ·
61 | C[C@@H]1CN([C@H](C)CO)C(=O)c2cc(NC(=O)Nc3ccc(F)cc3)ccc2O[C@H]1CN(C)Cc1ccccc1 | 0.5 | 13.7 | -4.0 | 22.2
62 | O=C(NCC[C@@H]1CC[C@@H](NC(=O)C2CCCCC2)[C@H](CO)O1)Nc1ccc(Cl)cc1 | 0.1 | · | 28.4 | 11.6
63 | O=C(N[C@@H]1CC[C@@H](CCNS(=O)(=O)c2ccc(F)cc2)O[C@@H]1CO)C1CC1 | -1.6 | -1.9 | 0.5 | ·

Screening results from PubChem BioAssay.

Outcome played no part in choosing rows; any-hit rate near 6.7%.
